DTT redox prof – compounds producing H2O2 with reducing agent – biochemical, NIH compound library profiling, artefact control for MLSCN library redox annotation, primary screen; activation, % at 10 µM; 200,000 compounds, 0.03% hits; DTT-dependent redox cycling H2O2, phenol red/HRP absorbance; 100% = 100 µM peroxide control, 0% = buffer; AID 878, 2007;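 active means activation of at least 50% relative to the plate's high and low controls in the primary single-dose screen; inactive means activation below 50%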;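 further: compound incubated with DTT at 0.8 mM final as the reducing agent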
PMI activator – activators of human PMI, primary screen, biochemical, fluorescence intensity, near-Km mannose 6-phosphate. AID 1214, 2008. purified human PMI, coupled resazurin fluorescence, 20 min; stronger effect = higher value; 1 = vehicle control, 0 substrate-free wells. activation factor at 20 µM. Mannose-6-phosphate isomerase (Homo sapiens), P34949. 190,000 compounds, 0.005% hits;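 active means activation factor of 2 or more at 20 µM, relative to plate controls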
HMGR II inh – inhibitors of E. faecalis class II HMGR, primary screen, biochemical, Enterococcus faecalis; HMG-CoA reductase (Enterococcus faecalis, mvaE); purified E. faecalis HMGR, NADPH absorbance 340 nm kinetic; inhibition, % at 10 µM; 190,000 compounds, 0.41% hits;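 active means inhibition above a set limit, the median over all tested compounds plus 3 SD, cut at about 9.5% in these data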;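 further: enzyme runs in reverse so mevalonate oxidation gives rising NADPH absorbance; 0% = complete reaction with DMSO and 100% = background rate lacking mevalonate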
PMI act hi M6P – human PMI activators, high substrate, primary screen, biochemical, fluorescence intensity, near-saturating mannose 6-phosphate; Mannose-6-phosphate isomerase (Homo sapiens), P34949; coupled PMI enzyme assay, resazurin fluorescence, 20 min; stronger effect = higher value; 1 = untreated enzyme, 0 = substrate-free blank; activation factor at 20 µM; 190,000 compounds, 0.34% hits; AID 1216, 2008;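 active means activation factor of 2 or more at 20 µM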
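Test system: human phosphomannose isomerase with PGI, G6PDH, diaphorase coupling enzymes / Doses: 20 µM compound, 1% DMSO / Times: enzyme reaction with compound 20 min at room temperature / Measured by: Diaphorase-driven resazurin-to-resorufin fluorescence, excitation 544, emission 590 nm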
TNAP inh hi DEA – human TNAP enzyme inhibitors, primary screen, biochemical, luminescent, high phosphate acceptor level, uHTS | 200,000 compounds, 0.03% hits | inhibition, % at 20 µM | Alkaline phosphatase, tissue-nonspecific isozyme (Homo sapiens), P05186 | purified TNAP, CDP-star luminescence, 1 M DEA | AID 1135, 2008;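 active means over 50% inhibition of tissue-nonspecific alkaline phosphatase at 20 µM in the single-dose screen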;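 further: plate controls were DMSO wells for no effect and EDTA-quenched wells as full inhibition for full effect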
Target sequence (P05186 whole entry, looked up): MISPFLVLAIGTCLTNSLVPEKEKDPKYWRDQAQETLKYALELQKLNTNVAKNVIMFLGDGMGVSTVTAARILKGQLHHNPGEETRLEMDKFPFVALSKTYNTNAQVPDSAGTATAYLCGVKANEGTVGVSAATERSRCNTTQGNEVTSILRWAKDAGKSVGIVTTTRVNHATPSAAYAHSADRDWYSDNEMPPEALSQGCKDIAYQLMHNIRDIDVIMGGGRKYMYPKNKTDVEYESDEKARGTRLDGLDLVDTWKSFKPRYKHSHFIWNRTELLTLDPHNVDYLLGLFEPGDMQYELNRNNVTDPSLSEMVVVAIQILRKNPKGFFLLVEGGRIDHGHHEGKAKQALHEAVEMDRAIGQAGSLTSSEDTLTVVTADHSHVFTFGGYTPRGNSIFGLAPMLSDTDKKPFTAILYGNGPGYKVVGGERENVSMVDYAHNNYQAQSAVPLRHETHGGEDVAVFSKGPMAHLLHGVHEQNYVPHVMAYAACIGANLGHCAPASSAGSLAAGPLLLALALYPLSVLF
L major viab – Leishmania major promastigote growth inhibition, primary screen; 200,000 compounds, 9% hits; Leishmania major promastigotes, resazurin fluorescence viability; AID 1063, 2008; inhibition, % at 10 µM; in the data active means inhibition above about 50%;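 further: promastigotes grown with compound for 44 hours at 28 °C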
Hsp70 activator – Hsp70 transcriptional activators, primary screen, cell-based, HeLa, Hsp70 promoter luciferase, luminescence, 10 µM; HeLa Hsp70 promoter luciferase reporter; scaled: vehicle 0, proteasome-inhibitor control 100%; activation, % at 10 µM; 200,000 compounds, 0.04% hits;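 active means activation above the mean across all tested compounds plus 3 SD, cutoff set per campaign, cut at about 5.5% in these data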;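 further: 100% = MG132 at 30 µM as the positive control and 0% = DMSO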
TNAP inh no acc – human TNAP enzyme inhibitors, primary screen, biochemical, luminescent, no phosphate acceptor, uHTS | inhibition, % at 20 µM | AID 1012, 2008 | 200,000 compounds, 0.26% hits | Alkaline phosphatase, tissue-nonspecific isozyme (Homo sapiens), P05186 | purified TNAP, CDP-star luminescence, 30 min;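 active means tissue-nonspecific alkaline phosphatase inhibition above about 50% at 20 µM in the single-dose screen, limit read from the data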;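 further: 0% = DMSO negative control and 100% = EDTA positive control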
S1P3 antag – S1P3 receptor antagonists, primary screen, cell-based; Sphingosine 1-phosphate receptor 3 (Homo sapiens), Q99500; CHO S1P3 NFAT-BLA reporter, FRET fluorescence, antagonist mode; inhibition, % at 4.98 µM; 170,000 compounds, 0.27% hits; AID 485, 2006;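 active means inhibition above the plate cutoff, the mean inhibition of test wells on that plate plus 3 SD, cut at about 28% in these data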;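 further: cells challenged with S1P at its EC80 of 0.8 µM; blue over green emission ratio from cleaved BLA substrate after 4 h stimulation; 0% = S1P-stimulated wells and 100% = unstimulated DMSO-only wells; some compounds past the cut are filed as inactive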
Target sequence (Q99500 whole entry, looked up): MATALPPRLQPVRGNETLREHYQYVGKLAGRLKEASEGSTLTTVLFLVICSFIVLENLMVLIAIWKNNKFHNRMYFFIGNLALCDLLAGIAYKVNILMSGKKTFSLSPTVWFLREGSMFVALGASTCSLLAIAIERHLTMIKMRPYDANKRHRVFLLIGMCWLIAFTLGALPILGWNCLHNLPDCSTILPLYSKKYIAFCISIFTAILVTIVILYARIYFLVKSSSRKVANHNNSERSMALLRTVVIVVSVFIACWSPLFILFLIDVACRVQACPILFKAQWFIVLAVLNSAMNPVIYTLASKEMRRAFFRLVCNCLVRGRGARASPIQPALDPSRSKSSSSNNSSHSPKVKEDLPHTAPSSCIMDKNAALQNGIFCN
RAM inhibit – inhibitors of the yeast RAM network, primary screen, dse1pr::URA3 reporter, 5-FOA selection. inhibition, % at 50 µM. S. cerevisiae dse1pr::URA3 reporter, 5-FOA growth OD615, 2 d; analog-sensitive cbk1-as2 kinase mutant strain. 190,000 compounds, 1.8% hits. AID 868, 2007;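 active means inhibition above a set limit, 3 SD over mean compound inhibition, cut at about 8.4% in these data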;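 further: 0% = DMSO-only wells with no growth and 100% = 10 µM 1-NA-PP1 full growth; inhibition rescues growth on 5-FOA so higher OD means more RAM inhibition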
An asterisk follows results filed as active; · = not tested or not shown.

SMILES	DTT redox prof	PMI activator	HMGR II inh	PMI act hi M6P	TNAP inh hi DEA	L major viab	Hsp70 activator	TNAP inh no acc	S1P3 antag	RAM inhibit
COc1ccc(-c2csc3nc(-c4ccccc4)oc(=O)c23)cc1OC	-0.3	·	-1	·	1	-3	-0.1	-1	16	3.5
Cc1cc2ccccc2n1CCNC(=O)c1ccc(Br)o1	-1.1	1.1	-1	1	-2	-3	0.1	-8	-6	3.4
CN=C(Nc1cccc(OC)c1)SC1CC(=O)N(c2ccc(C(=O)O)cc2)C1=O (centres undefined)	-0.2	0.9	-8	0.9	1	-5	0.0	-9	3	4.9
O=C1c2ccccc2S(=O)(=O)N1CCOc1ccc(F)cc1	0.4	0.9	-2	0.9	-2	-5	-0.3	-7	-13	-0.6
O=C(NCc1ccccc1Cl)c1ccccc1Oc1ccccc1	0.4	0.9	-1	1	0	5	-0.4	-17	6	-1.4
COc1ccc(C(=S)N2CCOCC2)cc1OS(=O)(=O)c1ccccc1[N+](=O)[O-]	-0.1	0.9	-3	1	0	2	-0.4	-22	9	-0.2
COc1ccc(NC(=O)c2ccccc2C(=O)N2CCCCC2)cc1	3.1	1.1	-1	1	-5	-8	-0.1	-7	-7	1.1
CC1C/C(=N\NC(=O)c2cccnc2)CC(C)(C)C1 (centres undefined)	0.1	1.2	-4	1.1	-2	-13	0.0	10	3	1.8
COc1ccc(CCC(=O)N2CCCSC2=Nc2ccc(C(C)=O)cc2)cc1	-0.1	0.8	-14	0.9	1	98*	-0.4	-13	-9	2.1
CC(Sc1nc(-c2ccccc2)nc2c1COC(C)(C)C2)C(=O)N1CCOCC1 (centres undefined)	0.3	1	3	1	-2	14	-0.3	-7	·	-0.7
Cc1ccc(-c2nc3ccc(NS(=O)(=O)c4ccccc4)cc3[nH]2)o1	0.1	0.9	2	1	1	9	0.2	-7	·	2.5
C=CCn1c(SCC(=O)Nc2nnc(CC)s2)nnc1-c1cccnc1	1.8	1	-7	1	-5	-4	-0.2	-10	·	1.8
COC(=O)Nc1ccc(S(=O)(=O)N2CCN(CCN3C(=O)C4C5C=CC(C5)C4C3=O)CC2)cc1 (centres undefined)	-0.4	1	-1	1.1	-2	-5	0.2	-1	·	2.5
CCOC(=O)C1(C)/C(=N/Nc2ccccc2Cl)C(=O)C(=O)N1c1ccccc1 (centres undefined)	-2.1	1.6	5	2.1*	6	-3	-0.4	19	·	1.6
Nc1ccc2nc[nH]c2c1	-0.5	1.2	-1	0.5	5	-3	0.0	5	-15	1.9
Cc1ccc(C(=O)N2CCN(c3ncnc4c(-c5ccccc5)nsc34)CC2)cc1	0.0	0.9	-5	0.9	-5	-10	-0.1	-1	-20	0.1
COc1cccc2c(=O)c(C/C=C(/C)Cl)c(C)[nH]c12	-0.4	1	-10	1	-3	100*	0.9	-20	-14	0.4
CC(C)=CCC/C(C)=C/C=N/NC(=O)c1ccccc1[N+](=O)[O-]	-8.1	1	-2	1	-3	94*	-0.1	-3	·	0.9
c1coc(CNCCCN2CCOCC2)c1	0.1	1	-4	1.1	-2	-5	-0.3	2	·	0.3
COC(=O)C1=CN(C(C)C)C=C(C(=O)OC)C1c1cccc(OC)c1	2.1	1	-4	1	-4	15	0.3	-26	6	2.8
CCOC(=O)c1sc(NC(=O)CSc2nnc(Cc3ccccc3)o2)c(C#N)c1C	1.9	0.3	-2	0.6	-2	-4	-0.6	-15	-15	3.1
O=C(c1nc2ccccc2s1)N1CCSCC1	0.7	1	0	1	0	-3	-0.1	-8	-16	0.0
COc1cc(/C=N/NC(=O)C(=O)/C=C2\NC3(CCCC3)Cc3ccccc32)ccc1O	0.9	1	-2	1.2	11	12	-0.2	-4	9	-0.5
COc1ccc(C(=O)NC(=S)NCc2cccnc2)cc1OC	-0.8	0.9	-7	0.9	-1	1	-0.3	-2	-6	2.5
O=C(CSc1nnnn1C1CCCC1)c1ccc2c(c1)OCCO2	-0.5	1	-1	1	-4	-6	0.0	8	-24	2.7
CC1(C(=O)Nc2cccc(S(=O)(=O)N3CCOCC3)c2)Cc2ccccc2C(=O)O1 (centres undefined)	-0.9	1	-3	1.1	-2	-5	-0.1	-6	-13	1.6
CC1=C(C(=O)NCCc2ccc(C)cc2)C2(CCC(C)CC2)OC1=O (centres undefined)	0.5	1.1	-5	1.1	-3	-3	-0.2	-4	-15	2.9
CC(C)c1nnc(NC(=O)C2CCCN2C(=O)Nc2ccccc2[N+](=O)[O-])s1 (centres undefined)	-1.7	1	0	1	-5	-9	-0.1	-10	-3	1.2
COc1ccc(N2CC(NC(=O)Nc3ccccc3)CC2=O)cc1 (centres undefined)	0.4	1.2	1	1.2	-3	-5	-0.1	4	11	0.4
Cc1csc2c(=O)[nH]cnc12	-1.2	1	-2	1	-9	-3	-0.2	0	-4	-0.2
O=C(CC12CC3CC(CC(C3)C1)C2)N/N=C/c1ccncc1	-0.7	1	-4	0.9	-2	68*	-0.6	-2	7	1.1
CCOc1ccc2cc(C#N)c(SCC(=O)OC)nc2c1	-0.2	1	3	0.9	0	-4	0.1	-9	13	1.9
c1ccc(-c2cc(-c3nnc4n3N=C(c3ccc5ccccc5c3)CS4)[nH]n2)cc1	-0.4	1	-1	0.9	1	55*	0.2	-43	·	7.3
CC(C)=CCN1CCN(Cc2ccc(C#CC(C)(C)O)s2)CC1CCO (centres undefined)	-0.1	1	1	1.1	-8	-9	-0.3	-10	8	-0.4
CC(NC(=O)COC(=O)CCc1nc(=O)c2ccccc2n1C)c1ccccc1 (centres undefined)	-0.2	0.9	2	0.9	-3	-5	-0.1	-11	-6	3.0
CCC(C(=O)O/N=C(\N)c1ccc(Cl)cc1)c1ccccc1 (centres undefined)	1.4	1	-3	1	-3	9	0.1	-16	·	-1.0
COc1nc(-c2ccccc2)ccc1-c1noc(COc2ccccc2)n1	2.0	0.8	1	0.9	-3	-9	0.4	-8	21	13*
COc1cc(/C=N/NC(=O)c2cc(-c3ccc4c(c3)OCO4)n[nH]2)ccc1O	-0.2	1.1	-5	1.1	-2	21	-0.3	87*	-2	5.4
O=C(Nc1ccc(F)cc1)c1ccccc1Oc1ccc(C(F)(F)F)cc1[N+](=O)[O-]	0.0	0.9	-1	0.9	-3	97*	-0.2	1	-10	1.1
CCOc1cc(NC(=S)Nc2ccccc2)c(OCC)cc1NC(=O)c1ccc(OC)cc1	-1.6	0.7	-2	0.4	0	96*	0.0	-2	·	2.8
CC1/C(=N/O)CC(c2ccccc2)N(C)C1c1ccccc1 (centres undefined)	1.8	0.9	-4	0.9	-4	7	0.2	-12	·	-0.4
Cc1noc(C)c1CSc1nnc2sc3ccccc3n12	0.9	1	-5	1	-6	-6	-0.5	-11	-18	2.3
O=C(C1=C(O)C(=O)N(CCN2CCOCC2)C1c1ccccc1)c1cccs1 (centres undefined)	0.8	·	·	·	·	-2	0.3	·	-15	·
Cc1ccc2cc3cc(C(=O)N4CCCCC4C)oc3nc2c1 (centres undefined)	1.2	1	0	1	-2	6	0.2	-7	20	7.2
CC1(C)CC(n2c(NCCO)nc3c(c2=O)C2(CCCC2)Cc2ccccc2-3)CCO1 (centres undefined)	-0.2	0.9	1	0.9	-11	100*	-0.1	-10	-47	0.7
CCOc1cc2c(cc1OCC)C(c1ccccc1)N(c1ccccc1)C(=O)C2 (centres undefined)	0.1	0.9	5	0.9	-4	81*	-0.5	-12	3	-0.1
COC(=O)c1ccc(-n2cncn2)c([N+](=O)[O-])c1	0.1	1	5	0.9	-4	-6	0.2	-5	-10	0.7
O=S(=O)(CCc1nnc(-c2ccccc2)o1)c1ccc2ccccc2c1	-0.1	1	-5	0.9	-4	-4	0.0	-11	16	6.6
COc1cc(CNC(C)(C)CO)ccc1OCC(=O)Nc1ccc(Br)cc1	-2.0	1	-2	1	-4	101*	-0.1	-11	·	0.4
CCOC(=O)c1ccccc1NCN1C(=O)CSC1=O	-0.6	0.8	-4	0.8	-4	-6	-0.3	-8	-5	1.3
COc1cc(SC)ccc1C(=O)OC1CCOC1=O (centres undefined)	0.5	1.2	-3	1	-6	-3	-0.2	-13	-18	1.7
Nc1cc(N)nc(SCC(=O)N2CCCCC2)n1	1.7	0.9	-6	0.9	-3	-3	-0.4	-5	-47	4.7
O=C(O)CSc1nnc(C2CC2)n1-c1ccccc1	0.5	1	1	1.1	-2	-3	-0.4	-11	-9	0.7
Cc1ccc(N=C2CCCN2Cc2ccccc2)c(C#N)c1	-0.8	1	-8	1	-1	6	-0.1	-9	·	1.4
COc1ccc(-c2csc(NC(=O)c3ccc(S(=O)(=O)N4CCc5ccccc5C4)cc3)n2)c(OC)c1	0.1	1.1	-1	1	-2	90*	-0.2	-5	8	2.4
CCOC(=O)c1ccc(NC(=O)CNC(=O)c2ccccc2)cc1	15	1	-1	1	-6	-1	-0.1	-11	·	0.9
CC(C(=O)N1CCCc2ccccc21)N1C(=O)c2ccccc2C1=O (centres undefined)	1.7	0.9	-2	0.8	0	6	-0.4	-8	·	1.3
Fc1ccc(Oc2cnc3ccccc3n2)cc1	-1.0	1.1	-4	1	-1	-3	-0.3	-5	-2	2.3
O=C(N1CCN(Cc2ccccc2)CC1)C(Cl)(Cl)Cl	-0.2	0.9	-4	0.9	1	-2	-0.3	0	7	1.6
CCCCn1c(CNC(=O)C23CC4CC(CC(C4)C2)C3)nnc1SC(C)CC (centres undefined)	0.1	1	-4	1.1	-5	18	0.0	4	-21	2.3
CC1(c2ccc(OC(F)F)cc2)NC(=O)N(/N=C/c2c(O)ccc3ccccc23)C1=O (centres undefined)	-0.2	0.9	1	0.8	-2	50	-0.4	-66	-6	-0.8

Outcome played no part in choosing rows; 12% or so of the library scored in one or more.
